ABCG2 inh: blocks JC-1 efflux by human ABCG2 transporter; 190,000 tested, 0.1% active; AID 1325; Q9UNQ0; IgMXP3 cells, flow cytometry; inhibition, % at 6.6 µM;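 active = inhibition above 80%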;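 also: 0% = DMSO and 100% = nicardipine control wells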
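Measure – % inhibition of efflux relative to nicardipine and DMSO · Test system – ABCG2 IgMXP3 and barcoded ABCB1 CCRF-Adr cell mix · Control set – nicardipine as high control, DMSO as low control · Compound – one concentration, 6.6 µM final · Signal – flow cytometry of retained JC-1 fluorescence · Timing – 10 min exposure at 25 °C with rotation, no wash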
RGS7-Gao reg: modulates binding of RGS7 to human Galphao; Multiplexed bead flow cytometry; actives lie on both sides; binding response (% of control), % at 10 µM; 220,000 tested, 0.35% active; AID 1439; in the data active = binding response below about 49% or above about 150%; inconclusive = no clear call, values can overlap the other calls; inactive = in between;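 also: fluorescent Galphao held in activated GDP-AlF4 state binding bead-coupled RGS7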
Target sequence (P09471 whole entry, looked up): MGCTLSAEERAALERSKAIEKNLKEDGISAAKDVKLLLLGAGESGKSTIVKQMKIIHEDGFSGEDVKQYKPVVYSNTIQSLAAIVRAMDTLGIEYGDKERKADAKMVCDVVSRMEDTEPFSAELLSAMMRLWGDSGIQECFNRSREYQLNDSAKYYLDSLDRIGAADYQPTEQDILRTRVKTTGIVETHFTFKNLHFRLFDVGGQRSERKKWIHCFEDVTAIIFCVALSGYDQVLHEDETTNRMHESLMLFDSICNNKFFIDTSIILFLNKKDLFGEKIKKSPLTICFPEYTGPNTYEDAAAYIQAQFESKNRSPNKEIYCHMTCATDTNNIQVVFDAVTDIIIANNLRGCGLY
Bim-Bfl-1: disrupts Bim binding to human Bfl-1. Q16548. Bead-based flow cytometry, Bim-Bfl-1 binding inhibition. 190,000 tested, 0.12% active. inhibition, % at 10 µM;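 also: 0% = wells without compound plus tracer and 100% = blocker peptide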
RGS4-Gao reg: modulates binding of RGS4 to human Galphao | P09471 | Multiplexed bead flow cytometry; actives lie on both sides | binding response (% of control), % at 10 µM | 220,000 tested, 0.33% active | AID 1415; in the data active = binding response below about 49% or above about 150%; inactive = in between;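 also: fluorescent Galphao activated with aluminum fluoride binding bead-coupled RGS4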
GSH fluor: compound fluoresces at 488/530 nm on GSH beads. GSH beads flow cytometry, compound fluorescence 488/530 nm; hits give high values. fluorescence (KMESF) at 10 µM. 190,000 tested, 0.25% active. AID 1776; in the data active = fluorescence above about 89;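 also: glutathione beads carrying GST-tagged Bcl family fusion proteins plus one bare bead set; values are compound well signal with DMSO vehicle wells as background; inactives centre near 16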
ABCB1 inh: inhibitors of human ABCB1 transporter, ABCG2 counter-screen; 190,000 tested, 0.067% active; AID 1326; P08183; inhibition, % at 6.6 µM; CCRF-Adr cells, JC-1 efflux, flow cytometry; in the data active = inhibition above about 40%;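 also: 0% = vehicle and 100% = reference inhibitor; higher value means more JC-1 retained so stronger ABCB1 efflux block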
Bim-Bcl-B: inhibitors of Bim-Bcl-B interaction, human; 190,000 tested, 0.073% active; inhibition, % at 10 µM; bead-based flow cytometry, Bim peptide-Bcl-B binding; Q9HD36;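 also: 0% = tracer peptide without compound and 100% = reference inhibitor peptide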
Target sequence (Q9HD36 whole entry, looked up): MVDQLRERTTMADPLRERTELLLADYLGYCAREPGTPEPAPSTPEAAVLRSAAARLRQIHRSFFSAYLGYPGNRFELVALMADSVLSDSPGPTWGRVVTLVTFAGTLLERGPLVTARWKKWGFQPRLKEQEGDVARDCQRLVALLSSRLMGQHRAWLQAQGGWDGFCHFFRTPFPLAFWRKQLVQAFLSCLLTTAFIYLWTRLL
RGS8-Gao reg: modulates binding of RGS8 to human Galphao; multiplexed bead flow cytometry; actives lie on both sides; response (percent of control binding), % at 10 µM; 220,000 tested, 0.34% active; AID 1423; in the data active = response below about 60% or above about 140%; inactive = in between;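 also: Galphao activated as the GDP aluminium fluoride complex binding bead-coupled RGS8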
Bim-Bcl-XL: human Bim-Bcl-XL interaction inhibition; inhibition, % at 10 µM; 190,000 tested, 0.04% active; Bim peptide-Bcl-XL binding, bead flow cytometry, fluorescence
Target sequence (Q07817 whole entry, looked up): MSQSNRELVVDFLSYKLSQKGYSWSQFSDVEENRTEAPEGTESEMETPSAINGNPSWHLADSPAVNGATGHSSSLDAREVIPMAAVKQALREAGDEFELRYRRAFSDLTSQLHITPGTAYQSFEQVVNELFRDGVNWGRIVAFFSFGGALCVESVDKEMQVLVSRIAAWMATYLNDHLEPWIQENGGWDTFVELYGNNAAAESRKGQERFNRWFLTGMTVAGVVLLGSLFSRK
Bcl-2 Bim block: disrupts Bim peptide binding to human Bcl-2. inhibition, % at 10 µM. P10415. Bead-based flow cytometry, Bim peptide-Bcl-2 binding. 190,000 tested, 0.06% active; in the data active = inhibition above about 40%; inconclusive = no clear call, values can overlap the other calls;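 also: 0% = no compound wells with probe peptide and 100% = reference peptide inhibitor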
Target sequence (P10415 whole entry, looked up): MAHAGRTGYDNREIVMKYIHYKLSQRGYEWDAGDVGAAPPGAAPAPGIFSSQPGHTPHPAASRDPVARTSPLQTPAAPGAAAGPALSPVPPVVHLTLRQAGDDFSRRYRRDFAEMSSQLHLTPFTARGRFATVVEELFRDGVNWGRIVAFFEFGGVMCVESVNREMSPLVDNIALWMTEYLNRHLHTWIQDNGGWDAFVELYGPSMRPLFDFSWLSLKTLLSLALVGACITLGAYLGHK
Bcl-W Bim block: disrupts Bim peptide binding to human Bcl-W | Q92843 | inhibition, % at 10 µM | 190,000 tested, 0.02% active | bead-based flow cytometry | AID 952;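 also: 0% = bound tracer without compound and 100% = peptide blocker; higher means less fluorescent Bim peptide bound to Bcl-W beads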
* marks the source's active call; other numbers are inactive results; ? = inconclusive; · = not tested or not shown. Rule as the data show it, unless noted: active = inhibition above about 40%.

SMILES	ABCG2 inh	RGS7-Gao reg	Bim-Bfl-1	RGS4-Gao reg	GSH fluor	ABCB1 inh	Bim-Bcl-B	RGS8-Gao reg	Bim-Bcl-XL	Bcl-2 Bim block	Bcl-W Bim block
COc1ccccc1/C=C/C=N/N1CCN(Cc2cccc3ccccc23)CC1	1	97	-2	105	9	0.1	0	104	-5	1	0
Clc1ccc(OCCn2ccnc2)c(Br)c1	2	95	-3	96	12	0.3	-2	102	-1	-1	-1
COc1ccc(OCC(=O)Nc2ccccc2O)cc1	10	101	-16	100	34	0.2	-9	101	-9	-9	-1
Nc1ccccc1Nc1ccccc1	1	95	18	98	21	0.1	-3	96	2	0	12
O=C(CCCn1c(SCC(=O)c2ccc(F)cc2)nc2ccccc2c1=O)NCc1ccco1	·	103	-7	106	16	·	-1	102	0	1	4
O=c1cc(N2CCCCC2)c(-c2ccccc2)nn1Cc1cccc(F)c1	-2	?	5	100	11	0.0	4	100	-1	2	0
CCc1ccc(/C=C2\SC(N3CCCC3)=NC2=O)cc1	58	?	-5	88	15	1.9	-4	91	-1	-3	-1
COc1ccccc1CNC(=O)C(C)Sc1ccc(C)cc1 (stereo not drawn)	1	100	-3	102	9	0.0	-5	102	-3	-4	-3
CCN(C(=O)c1cccc(F)c1)c1ccccc1C	7	108	-11	103	28	2.1	-6	101	3	-8	3
COC(=O)C1CC(=O)N(CCc2c[nH]c3ccccc23)C1 (stereo not drawn)	1	99	-11	96	49	0.3	-6	96	-3	-7	0
O=C(CN1C(=O)NC2(CCCCC2)C1=O)Nc1ccccc1Cl	0	98	0	101	12	0.0	2	102	4	-2	0
CCCCOC(=O)Nc1ccc(C(C)C)cc1	1	101	3	100	21	0.0	4	101	2	5	2
COc1cc(OC)cc(C(=O)Nc2nc3ccccc3[nH]2)c1	36	99	-20	100	24	1.1	-9	104	-8	-5	-2
Cc1ccc(Oc2nsnc2N2CCOCC2)cc1	9	95	-22	98	32	1.2	-10	97	-7	-13	-4
Cc1nc(=O)c(-c2ccccc2)c(C)n1CCCO	6	94	-2	93	24	0.8	0	99	-2	-1	-1
Cc1cc2ccccc2c(=O)n1CC(=O)NCCC1=CCCCC1	8	97	-3	95	10	0.5	-1	102	-1	-3	0
CCc1ccc(N(CC(=O)Nc2sc3c(c2C(=O)OC)CCCC3)S(C)(=O)=O)cc1	1	100	-2	101	12	1.4	-6	103	-5	-5	-6
CC1(C)CC(=O)C(Sc2ccc(Br)cc2)=C(O)C1	-1	104	-1	102	12	-0.1	-1	105	-2	-1	-1
Cc1ccc(S(=O)(=O)N2CCC(C(=O)N[C@@H](C)C(=O)Nc3ccc4c(c3)OCO4)CC2)cc1	2	93	-9	102	17	0.4	-8	96	-6	-8	1
COc1ccc(C2NC(=S)N3C(c4ccc(OC)cc4)NC(=S)N23)cc1 (stereo not drawn)	0	110	-2	112	266*	0.2	-17	103	-19	-6	2
O=C(Cn1cc([N+](=O)[O-])cn1)Nc1ccn(Cc2c(F)c(F)c(F)c(F)c2F)n1	3	95	-18	96	12	0.7	-11	100	-6	-10	-4
COc1cc(C2c3c(oc4cc(C)c(C)cc4c3=O)C(=O)N2c2cc(C)ccn2)ccc1O (stereo not drawn)	2	92	-16	92	12	1.4	-10	98	-3	-7	-3
CCC(=O)Nc1ccc2nc(SCC(=O)N3CCCC3)sc2c1	0	99	-1	97	26	0.0	-2	102	-2	-3	0
CC(=O)c1ccc(NC(=O)Nc2cccc(Cl)c2)cc1	-1	92	-10	97	52	-0.4	-6	98	1	-10	2
O=C(C(Cc1ccccc1)n1cccc1)N1CCc2ccccc21 (stereo not drawn)	1	77	-11	84	23	0.2	-5	86	-3	-8	0
COc1ccc(-n2nc(C(=O)NCC(=O)NCC3COc4ccccc4O3)c3ccccc3c2=O)c(OC)c1 (stereo not drawn)	4	?	-3	100	14	4.1	-1	101	0	-2	1
Cc1cnc(NC(=O)c2ccc3c(c2)C(=O)N(Cc2ccco2)C3=O)s1	5	97	0	98	27	0.5	-3	102	-4	2	-2
CCc1cccc(C)c1NC(=O)COC(=O)c1ccc2c(c1)S(=O)(=O)c1ccccc1C2=O	9	104	6	102	26	2.3	3	117	-2	-3	-4
COc1ccccc1NC(=O)c1ccc(NC(=O)COC(=O)C2CCCCC2)cc1	5	104	-15	104	16	0.4	-8	102	-4	-6	-4
O=C(COc1ccc(Br)cc1)OCc1nnc(-c2ccccc2)o1	2	106	-11	104	24	0.3	-5	103	-2	-5	0
Cc1cccc(NC(=S)N/C(=N/S(=O)(=O)c2ccccc2)c2ccccc2)c1	1	96	-8	100	46	0.0	-14	98	11	-11	3
O=c1c(Cc2ccc(F)cc2)c(O)ccn1Cc1ccco1	0	100	-6	100	12	-0.1	-4	98	-2	-4	1
COc1ccc(CNC(=O)C2CC(c3cccc([N+](=O)[O-])c3)=NO2)cc1 (stereo not drawn)	19	115	-2	104	33	-2.5	-1	110	-6	-2	-4
Cn1c(=O)c2c(nc(SCCCO)n2Cc2ccccc2Cl)n(C)c1=O	4	97	-5	100	10	1.6	-1	103	1	0	5
O=C(NCCCN1CCOCC1)C(=O)N/N=C/c1c2ccccc2cc2ccccc12	0	102	0	101	6	-0.3	-2	101	-5	1	-2
c1cncc(Cc2cc3ccccc3[nH]2)c1	-1	97	13	101	8	0.0	3	105	1	7	-1
CCCCCCSc1nc(O)c(C2OC(=O)c3c2ccc(OC)c3OC)c(=O)n1-c1ccccc1 (stereo not drawn)	-1	75	0	72	11	0.0	1	91	0	0	0
Cc1ccc(CN2CCN(Cc3ccc(-n4cccn4)cc3C)CC2CCO)cc1 (stereo not drawn)	5	96	-5	103	14	2.4	-3	97	0	-8	-2
O=c1[nH]c(CN2CCCCC2)nc2ccccc12	1	96	-1	100	14	0.2	1	100	0	2	0
O=C(O)CCc1ccc(-c2ccc(Cl)cc2)n1NC(=O)c1ccc(O)cc1	5	103	-6	104	22	0.3	-2	102	-1	-1	0
Cc1ccc2cc(CN(Cc3nnnn3Cc3ccco3)CC3CCCO3)c(=O)[nH]c2c1C (stereo not drawn)	0	97	-2	93	25	1.6	-5	96	-3	-1	-1
CC1(C)OC(=O)N(CC(=O)Nc2cccc(C(F)(F)F)c2)C1(C)O (stereo not drawn)	3	90	-4	100	11	0.2	-1	99	-4	-3	0
CNC(=O)c1ccc2snnc2c1	3	94	-9	99	16	0.1	-2	99	0	-2	-2
CCCCOC(=O)NC(NCC(O)c1ccccc1)(C(F)(F)F)C(F)(F)F (stereo not drawn)	1	100	-6	103	29	0.2	-3	104	0	-3	0
Cn1cccc1C(=S)N=P(C1CCCCC1)(N1CCOCC1)N1CCOCC1	2	105	3	98	13	0.5	-17	99	-5	0	-2
Oc1ccc2ccccc2c1C=Nc1ccc(Cl)cn1	1	98	8	100	21	0.4	2	110	1	1	3
CN1C(=O)/C(=C\c2ccccc2)Sc2ccc(C(=O)N3CCN(c4ccccn4)CC3)cc21	2	100	2	102	14	1.0	0	105	0	0	1
CCOc1ccc(CN2CCN(Cc3cccc4nonc34)CC2CCO)cc1 (stereo not drawn)	3	98	-7	101	11	2.6	-6	102	-3	-1	-6
O=C(NCC12CC3CC(CC(C3)C1)C2)c1nc2ncccn2n1	11	102	-21	101	27	-0.2	-12	101	-10	-13	-1
CCc1cccc(CC)c1-n1c(SCC(=O)c2c(N)n(C)c(=O)n(C)c2=O)nnc1-c1cccnc1	3	97	-4	93	16	0.5	-17	100	-15	-6	-16
CCCC(=O)Nc1nc(C)c(-c2csc(Nc3ccc(Cl)cc3)n2)s1	-1	98	-5	101	33	-0.5	0	98	6	0	1
CC1Cc2nc(SCC(=O)N3CCCC3)n(C)c(=O)c2S1 (stereo not drawn)	1	102	-5	86	23	0.2	-1	87	-5	-5	-2
COc1ccccc1NC(=O)N1CCN(C)CC1	0	96	-3	96	12	0.1	-3	97	0	0	-1
CCOc1cc(/C=N\NC(=O)CN2CCOCC2)ccc1OCc1ccc(F)cc1	11	85	0	88	5	1.2	-8	92	-3	0	-2
CCSC(=Nc1ccccc1)C1=C(O)COC1=O	5	104	0	103	18	0.4	-3	103	-4	-1	-2
COC(=O)C1=C(C(=O)OC)SC2(S1)C(C(=O)OC)=C(C(=O)OC)SC1=C2c2cc(C)cc(C)c2NC1(C)C	8	101	4	100	11	2.6	-3	100	-2	0	0
COc1cccc(CNC(=O)CCC2CCCN(c3cc(C)nc(N)n3)C2)c1 (stereo not drawn)	3	94	-3	101	14	-0.4	-4	99	0	0	0
COc1ccc(COCC(O)CN2CC(C)OC(C)C2)cc1OC (stereo not drawn)	1	107	4	109	7	0.6	0	100	0	3	2
O=C(c1ccc([N+](=O)[O-])cc1)N(Cc1ccc(Cl)cc1Cl)N1C(=O)CCCC1=O	8	97	-8	98	56	1.2	0	103	-2	-5	-2
O=C(CSC1=NCCS1)NC1CCCC1	2	99	-2	103	15	0.7	0	102	-2	0	-1

The listing continues:
SMILES	ABCG2 inh	RGS7-Gao reg	Bim-Bfl-1	RGS4-Gao reg	GSH fluor	ABCB1 inh	Bim-Bcl-B	RGS8-Gao reg	Bim-Bcl-XL	Bcl-2 Bim block	Bcl-W Bim block
C=CCOc1ccc2c(CC)cc(=O)oc2c1C	2	108	-7	107	9	0.3	-5	107	-5	-5	-4
CCOC(=O)C(CC)/C(C)=N\NC(=O)c1ccccc1O (stereo not drawn)	-1	90	-9	89	15	-0.3	-10	97	-5	-15	-1
CCOC(=O)c1nn(-c2ccccc2)c(=O)c2c(NC(C)=O)scc12	5	96	-2	101	11	0.4	-2	100	-1	-1	2
CCC(CO)NCc1ccc(OCC(=O)Nc2cccc(C(F)(F)F)c2)c(OC)c1 (stereo not drawn)	7	100	1	100	10	0.4	-2	97	-2	2	0
C=CCNC(=O)c1cc(C(=O)C(C)c2ncc(C(F)(F)F)cc2Cl)c[nH]1 (stereo not drawn)	7	99	-6	102	11	0.4	-1	102	-1	-3	0
Cc1[nH]n(-c2ccc(F)cc2)c(=O)c1/C=N/c1sc2c(c1C#N)CCCC2	0	100	0	98	20	-0.1	0	102	-2	0	0
CC(C)CN(C(=O)CSc1nn(-c2ccc(Cl)cc2)c(=S)s1)C1CCS(=O)(=O)C1 (stereo not drawn)	5	99	0	100	8	0.5	-7	102	-4	-3	-2
COc1cccc(CNC(=O)CCSCc2ccccc2F)c1	5	91	-6	98	22	0.5	-1	101	0	-1	-1

Three structures from above, arranged by heavy-atom count, ascending:
SMILES	ABCG2 inh	RGS7-Gao reg	Bim-Bfl-1	RGS4-Gao reg	GSH fluor	ABCB1 inh	Bim-Bcl-B	RGS8-Gao reg	Bim-Bcl-XL	Bcl-2 Bim block	Bcl-W Bim block
C=CCNC(=O)c1cc(C(=O)C(C)c2ncc(C(F)(F)F)cc2Cl)c[nH]1 (stereo not drawn)	7	99	-6	102	11	0.4	-1	102	-1	-3	0
CC(C)CN(C(=O)CSc1nn(-c2ccc(Cl)cc2)c(=S)s1)C1CCS(=O)(=O)C1 (stereo not drawn)	5	99	0	100	8	0.5	-7	102	-4	-3	-2
CCC(CO)NCc1ccc(OCC(=O)Nc2cccc(C(F)(F)F)c2)c(OC)c1 (stereo not drawn)	7	100	1	100	10	0.4	-2	97	-2	2	0

Three entries from above, ordered by their value in Bcl-W Bim block, high to low.
SMILES,Bcl-W Bim block
CCCCOC(=O)Nc1ccc(C(C)C)cc1,2
Cc1ccc(S(=O)(=O)N2CCC(C(=O)N[C@@H](C)C(=O)Nc3ccc4c(c3)OCO4)CC2)cc1,1
COc1ccccc1NC(=O)N1CCN(C)CC1,-1
